# Screening results from PubChem BioAssay.
# IL1B secr inh – inhibitors of inflammasome signaling (IL-1 beta secretion). THP-1 LPS/ATP IL-1B secretion, AlphaLISA, 16 h; hits give low values. activity change, % at 57.5 µM. actives 4.7% (n = 360,000); in the data active means activity change below about -50%; inconclusive means mostly about -30% to -49%; further: on the % scale 0 is the no-effect control and ±100 the full control effect
#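 Secreted IL-1B measured by AlphaLISA bead assay after 16 h compound exposure of THP-1 cells; compounds (final up to 57.5 uM) added 1 h before LPS (250 ng/mL) and ATP (1.25 mM) stimulation; lower signal means less secretion.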
# TGFb inhibitor – inhibitors of TGF-b signaling; HepG2 CAGA-GFP TGF-b/SMAD3 reporter, GFP fluorescence, 18 h; TGF-beta stimulated, 500 pg/mL final; Potency, µM (series often up to 46.1 µM), for inactives: at the top dose activity, negative = inhibition, most hits filed as inhibitors; AID 588855; actives 1.2% (n = 410,000); further: potency means the concentration at half of the fitted maximal effect; on the % scale 0 is the no-effect control and ±100 the full control effect; nearly all actives have a fitted effect of over 65% in size
#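 First, reporter cells (HEPG2 CAGA-GFP) rested 2 h at 37 degrees C. Next, compounds were pinned in and TGF-beta added to 500 pg/mL final. After 18 h, GFP was imaged per cell and summed per well.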
# S2 tox – cell viability loss in ATXN counter-screen. S2 cells (HEK-293 line with an ATXN2-luciferase reporter) viability, CellTiter-Fluor protease fluorescence, 24 h. Potency, µM (top dose mostly 56.7 µM), most hits filed as cytotoxic. actives 0.49% (n = 400,000); further: potency means the concentration at half of the fitted maximal effect; nearly all actives have a fitted effect of over 40% in size
# A549 viability – kills or reduces viability of A549 cells in Nrf2 counter-screen | AID 504648 | Potency, µM (titrated, usually from 46 µM), for inactives: top-dose activity change, negative = cytotoxicity, usual class: inhibitors | A549 ARE-Fluc cells, CellTiter-Fluor viability, 18-24 h | actives 0.16% (n = 390,000); further: potency means the concentration at half of the fitted maximal effect; on the % scale 0 is the no-effect control and ±100 the full control effect
#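 A549 ARE_Fluc cells in 5% FBS OPTI-MEM were exposed to compounds in concentration-response for 18-24 h at 37 deg C. Viability was read by CellTiter-Fluor fluorescence (Ex 405/Em 525) after 30 min, before the luciferase read.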
# MCF10A rerep – induces DNA re-replication in MCF 10a normal breast cells | actives 2.9% (n = 350,000) | MCF 10A DNA re-replication, Hoechst nuclear intensity, 48 h | AID 624296 | Potency, µM (top dose mostly 46.1 µM), for the others: top-dose activity, positive = re-replication, hits mostly activators; further: potency means the concentration at half of the fitted maximal effect; % of control where 0% means no effect; nearly all actives have a fitted effect of over 50% in size
# Nrf2 block – Nrf2 pathway inhibition; A549 ARE-Fluc reporter, luciferase luminescence, 18-24 h; actives 2.1% (n = 360,000); AID 504444; Potency, µM (series often up to 46 µM), without a hit: top-dose activity change, negative = inhibition, usual class: inhibitors; further: potency means the concentration at half of the fitted maximal effect; on the % scale 0 is the no-effect control and ±100 the full control effect; nearly all actives have a fitted effect of over 60% in size
#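 A549 ARE_Fluc cells, 5000/well, 5% FBS OPTI-MEM; compounds in dose-response, 18-24 h at 37 °C/5% CO2; CellTiter-Fluor viability read (Ex 405/Em 525), then BugLite luciferase luminescence = Nrf2 activity.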
# ATXN2 expr inh – reduces ATXN2 reporter expression in HEK-293 cells; actives 0.72% (n = 360,000); Potency, µM (series often up to 57 µM), inactives show at the top dose activity change, negative = inhibition, hits mostly inhibitors; AID 1745845; HEK-293 ATXN2-luciferase reporter, luminescence, 24 h; further: potency means the concentration at half of the fitted maximal effect; on the % scale 0 is the no-effect control and ±100 the full control effect; nearly all actives have a fitted effect of over 55% in size
#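 qHTS (up to 57 uM final) was run with 24 h compound exposure of reporter cells at 37 °C. Each well was multiplexed: SteadyGlo luminescence measured ATXN2-luciferase expression after a fluorogenic Gly-Phe-AFC viability readout (25 uM final).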
# HepG2 tox – HepG2 cytotoxicity, counter-screen for TGF-b inhibitors. HepG2 CAGA-GFP viability, ATP luminescence, 18 h. actives 0.76% (n = 410,000). Potency, µM (doses to about 46.1 µM), inactives show at the top dose activity change, negative = cytotoxicity, most hits filed as cytotoxic. AID 588856; further: potency means the concentration at half of the fitted maximal effect; some results filed as inactive show a strong effect at the top dose
#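 HepG2 CAGA-GFP cells (1000/well, DMEM with 1% FBS) received compound, then TGF-beta at 500 pg/mL final, and were incubated 18 hours at 37 degrees C. Viability was read by CellTiter-Glo luminescence. Media-only wells were set as complete cell-killing and DMSO as no toxicity.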
# Nrf2 ARE act – Nrf2 pathway activation; Potency, µM (doses to about 46.1 µM), inactives show at the highest dose activation, hits mostly activators; AREc32 ARE-luciferase reporter (MCF7-derived line), luminescence, 24 h; actives 0.31% (n = 410,000); AID 624171; further: potency means the concentration at half of the fitted maximal effect; % of control where 0% means no effect; nearly all actives have a fitted effect of over 65% in size
#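 Luminescent ARE reporter assay in AREc32_Fluc cells: overnight plating at 37 deg C, 24 hr compound incubation, Steady-Glo added, 30 min RT before reading.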
# Numbers without * were called inactive; i = inactive; ? = inconclusive; . = not tested or not shown; & = joins results of further samples; [ ] = dose if it differs, or a comment. Unless noted, the call rests on the fitted dose curve; in most records, active means well fitted curve in the direction sought with a large enough effect; inconclusive means small, poorly fitted or top-dose-only effect, or another doubt; inactive means no such curve, though single readings can be large; an effect the other way counts as inactive or inconclusive.
cpd	molecule	IL1B secr inh	TGFb inhibitor	S2 tox	A549 viability	MCF10A rerep
1	CC(=O)c1sc(NC(=O)CCCOc2ccc(Cl)cc2)nc1C	-13	0%	i	-1%	-39%[inhibitor]
2	Cc1ccc(NC(=S)NC(=O)/C=C/c2ccc(Cl)cc2)cc1	-9	-4%	i	-2%	-2%
3	O=C(COc1ccccc1[N+](=O)[O-])Nc1cccc(C(=O)Nc2ccccc2C(=O)O)c1	0	-15%	i	-11%	-48%[inhibitor]
4	CCN(C(=O)CCn1cnc2onc(-c3ccc(F)cc3)c2c1=O)c1ccc(OC)cc1	.	?	i	2%	.
5	COc1ccc(C(=O)OCC(=O)Nc2nc3c(F)c(F)c(F)cc3s2)cc1OC	0	-7%	?	1%	1%
6	C[C@H](CO)N1C[C@H](C)[C@@H](CN(C)S(C)(=O)=O)Oc2ccc(NC(=O)Nc3ccc(C(F)(F)F)cc3)cc2C1=O	-10	-15%	i	3%	7%
7	CC(C)COP(=O)(OCC(C)C)C(Nc1ccccc1)c1ccc(F)cc1 (stereo unspecified)	?	?	i	-9%	?
8	O=C(c1ccc(CNc2c(N3CCCC3)c(=O)c2=O)cc1)N1CCc2ccccc2C1	7	2%	i	10%	-4%
9	CCCCn1c(N)c(N2CCOCC2)c(=O)n(CC(=O)NCCc2ccccc2)c1=O	3	6%	i	0%	-7%
10	COc1ccc(Oc2ccccc2/C=C/C(=O)O)cc1	-7	5%	i	-3%	6%
11	NC(=O)COC(=O)c1ccc2c(c1)C(=O)N(Cc1ccco1)C2=O	10	18%	i	-9%	1%
12	CCN(Cc1ccccc1)C1CCN(Cc2ccc(SC)cc2)CC1	-72*	8%	?	?	?
13	CCCN(CCc1ccccc1)C1CCc2c(O)cccc2C1 (stereo unspecified)	-18	16%	i	1%	-1%
14	COc1ccc(S(=O)(=O)N2CCC(C(=O)Nc3ccc(Oc4ccccc4)cc3)CC2)cc1OC	.	-3%	i	-5%	.
15	Cn1c(NC(=O)c2ccc(F)cc2)nc2ccccc21	42	-16%	i	-12%	0%

cpd	Nrf2 block	ATXN2 expr inh	HepG2 tox	Nrf2 ARE act
1	-7%	-20%	-1%	0.7%
2	-10%	7%	6%	4.4%
3	-8%	20%	-18%	2.3%
4	?	12%	-38%	1.2%
5	?	-4%	4%	-0.3%
6	16%	-9%	-26%	-1.2%
7	-14%	5%	5%	0.1%
8	-7%	-17%	-14%	0.7%
9	1%	.	-2%	0.3%
10	-23%	-10%	1%	-0.2%
11	-3%	8%	-6%	0.1%
12	-17%	-30%	0%	0.3%
13	2%	-28%	-33%	-0.3%
14	-27%	-4%	-33%	-0.1%
15	?	19%	-33%	?

# (next part)
cpd	molecule	IL1B secr inh	TGFb inhibitor	S2 tox	A549 viability	MCF10A rerep
16	CCOC(=O)CC(=O)CSc1nc(N)c(C#N)c(-c2ccc(F)cc2)c1C#N	38	-12%	i	0%	12%
17	COc1ccccc1OCCNC(=O)C(c1ccccc1)c1ccccc1	?	-18%	i	-1%	-2%
18	Cn1ncc2c(N3CCC(Cc4ccccc4)CC3)ncnc21	17	-21%	i	-11%	-10%
19	O=C(NC1(C(F)(F)F)N=C(c2ccccc2)NC1=O)c1ccccc1 (stereo unspecified)	7	3%	i	2%	-2%
20	Cc1ccc2[nH]c(=O)c(CN(CC3COCCO3)C(=O)Nc3ccccc3C)cc2c1 (stereo unspecified)	-2	-10%	i	-4%	-3%
21	COc1ccc(NC(=O)Nc2ccc(OCC(=O)N3CCOCC3)cc2)cc1OC	5	-11%	i	1%	-3%
22	Cc1cccc(-c2nc(SCC(=O)Nc3cccc(C(F)(F)F)c3)n3[nH]c(=O)cc3n2)c1	.	?	i	13%	.
23	NC(=O)CC(NC(=O)Cc1cccc2ccccc12)c1ccc(NCc2ccccn2)c([N+](=O)[O-])c1 (stereo unspecified)	-4	?	i	-7%	2%
24	Cc1nc(CC(=O)NNS(=O)(=O)c2ccc(F)c(Cl)c2)cs1	0	2%	i	-2%	0%
25	Cc1ccc(NC(=O)c2sc(N)nc2-c2ccc([N+](=O)[O-])cc2)c(C)c1	6	-11%	i	-7%	-3%
26	COC(=O)c1cc(C(=O)Nc2nnc(C3CC3)s2)cc([N+](=O)[O-])c1	8	-6%	i	-18%	?
27	COc1cc(O)oc1C=Nc1ccc(C(=O)O)cc1	-4	-3%	i	-7%	-4%
28	CCS(=O)(=O)CCSc1nc2c(cc1C#N)CCCC2	13	0%	i	3%	20%
29	O=C(c1ccc2c(=O)n(C3CCCC3)c(=S)[nH]c2c1)N1CCN(C2CCCCC2)CC1	-8	-5%	?	-3%	5%
30	Cc1ccccc1-c1nc(CS(=O)(=O)CC(=O)N2CCc3ccccc3C2)c(C)o1	?	-28%	i	-1%	-2%

cpd	Nrf2 block	ATXN2 expr inh	HepG2 tox	Nrf2 ARE act
16	22%	-1%	-39%	-0.8%
17	8%	.	-7%	-0.8%
18	?	-22%[11.3 µM]	-35%	1.9%
19	-10%	1%	0%	-0.4%
20	-18%	-16%	-48%	-1.0%
21	-21%	10%	0%	-0.7%
22	15%	-23%	-32%	7.0%
23	10%	5%	6%	0.5%
24	-7%	-12%	-35%	-0.4%
25	-16%	?	-8%	2.8%
26	?	-9%	4%	-0.4%
27	-1%	-31%[11.3 µM]	14µM*	-0.1%
28	-28%	5%	3%	4.1%
29	2%	2%	16%	0.1%
30	3%	-5%	-6%	-0.3%

# Continued; the last two above are carried over.
cpd	molecule	IL1B secr inh	TGFb inhibitor	S2 tox	A549 viability	MCF10A rerep
29	O=C(c1ccc2c(=O)n(C3CCCC3)c(=S)[nH]c2c1)N1CCN(C2CCCCC2)CC1	-8	-5%	?	-3%	5%
30	Cc1ccccc1-c1nc(CS(=O)(=O)CC(=O)N2CCc3ccccc3C2)c(C)o1	?	-28%	i	-1%	-2%
31	Nc1c(-c2ccccc2)c(CN2CCOCC2)nn1-c1ccc(F)cc1	19	15%	i	0%	10%
32	COc1ccccc1N1CCN(S(=O)(=O)c2cc(Br)cnc2N)CC1	-11	?	i	-8%	9%
33	O=[N+]([O-])c1cccc(-c2nc(-c3ccncc3)no2)c1	-22	-8%	i	-2%	2%
34	Cc1ccc(NC(=O)Cn2nc([N+](=O)[O-])c(Br)c2C)cc1C	-8	1%	i	-9%	-19%
35	CN(C)CCNC(=O)COc1cccc(Cl)c1	-10	-15%	i	17%	-5%
36	COc1ccccc1OCc1ccc(C(=O)N2CCN(C)CC2)o1	11	4%	?	-4%	4%
37	C[C@@H]1CCCCO[C@H](CN(C)S(=O)(=O)c2ccccc2)[C@@H](C)CN([C@H](C)CO)C(=O)c2cc(NC(=O)Cc3ccccc3)ccc2O1	-1	19%	i	.	.
38	Cc1c(C(=O)O)sc2nc3n(c(=O)c12)CCC3	-3	-1%	i	3%	3%
39	COc1ccc(CN2CCCC(C(=O)c3ccc(SC)cc3)C2)cc1Cn1cccn1 (stereo unspecified)	-96*	?	?	-3%	?
40	COC(=O)[C@@H](NC(=O)NCc1cccs1)C(C)C	10	-5%	i	-5%	-5%
41	CC(C)c1ccc(C(C(=O)NC2CCCCC2)N(C(=O)c2csnn2)C2CC2)cc1 (stereo unspecified)	26	3%	i	-3%	-7%
42	CC(=O)Nc1c(C(=O)N2CCCCCC2)cnn1-c1ccccc1	12	-1%	i	-2%	-4%
43	CC(=O)Nc1ccc(CN2CCCC(CCC(=O)NCc3ccccc3F)C2)cc1 (stereo unspecified)	-14	-4%	i	4%	?
44	COc1ccc(F)cc1S(=O)(=O)N1CCCN(S(=O)(=O)c2cc(F)ccc2OC)CC1	7	0%	i	2%	11%
45	O=C(Nc1cccc(NC(=O)c2ccc(Br)o2)c1)c1ccccc1	?	7%&-1%	?	-3%&1%	-14%

cpd	Nrf2 block	ATXN2 expr inh	HepG2 tox	Nrf2 ARE act
29	2%	2%	16%	0.1%
30	3%	-5%	-6%	-0.3%
31	-6%	-2%	3%	0.1%
32	?	-9%	-23%	0.3%
33	.	60%[activator]	-4%	14%
34	5%	-15%	-5%	0.2%
35	-11%	12%	-6%	0.6%
36	8%	12%	-2%	-0.6%
37	.	2%	-16%	0.9%
38	-4%	-9%	15%	-0.1%
39	8%	?	-26%	2.8%
40	.	8%	0%	0.0%
41	-6%	0%	-12%	0.1%
42	23%	-3%	4%	-0.1%
43	10%	-10%	-44%	-0.3%
44	-2%	4%	-13%	0.4%
45	?	-4%&-18%	6%&-34%	2.8%&2.9%

# Compounds shown so far with a nitro group on carbon, in the order listed:
cpd	molecule	IL1B secr inh	TGFb inhibitor	S2 tox	A549 viability	MCF10A rerep
3	O=C(COc1ccccc1[N+](=O)[O-])Nc1cccc(C(=O)Nc2ccccc2C(=O)O)c1	0	-15%	i	-11%	-48%[inhibitor]
23	NC(=O)CC(NC(=O)Cc1cccc2ccccc12)c1ccc(NCc2ccccn2)c([N+](=O)[O-])c1 (stereo unspecified)	-4	?	i	-7%	2%
25	Cc1ccc(NC(=O)c2sc(N)nc2-c2ccc([N+](=O)[O-])cc2)c(C)c1	6	-11%	i	-7%	-3%
26	COC(=O)c1cc(C(=O)Nc2nnc(C3CC3)s2)cc([N+](=O)[O-])c1	8	-6%	i	-18%	?
33	O=[N+]([O-])c1cccc(-c2nc(-c3ccncc3)no2)c1	-22	-8%	i	-2%	2%
34	Cc1ccc(NC(=O)Cn2nc([N+](=O)[O-])c(Br)c2C)cc1C	-8	1%	i	-9%	-19%

cpd	Nrf2 block	ATXN2 expr inh	HepG2 tox	Nrf2 ARE act
3	-8%	20%	-18%	2.3%
23	10%	5%	6%	0.5%
25	-16%	?	-8%	2.8%
26	?	-9%	4%	-0.4%
33	.	60%[activator]	-4%	14%
34	5%	-15%	-5%	0.2%
